Screening data: PubChem, several laboratories
cardiac RTF act: increases calcium sensitivity of human cardiac regulated thin filaments; P19429+P45379; IANBD-labeled TnC RTF fluorescence at EC20 calcium; 0% EC20 calcium, 100% full calcium; activation, % at 7.2 µM; hit rate 0.24% among 340,000; AID 493008;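 active means activation above the mean over all tested compounds plus 3 SD, cut at about 30% in these data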;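 further: rise in fluorescence read as greater calcium sensitivity of cardiac thin filaments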
Wnt act: Wnt/beta-catenin pathway activation; Wnt/beta-catenin reporter cell assay, activator, plate reader; activation, % at 9.35 µM; hit rate 1.2% among 300,000; AID 743398; in the data active means activation above about 30%, passing the limit was not always enough;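 further: 0% = neutral control wells and 100% = positive control wells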
Rtt109 Vps75: inhibitors of Candida albicans Rtt109/Vps75 histone acetyltransferase | Q5AAJ8 | purified Rtt109/Vps75, ThioGlo CoA-SH fluorescence, 4 h | inhibition, % at 34.9 µM | hit rate 0.16% among 330,000;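 active means inhibition of at least 50% in every replicate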
Target sequence (Q5AAJ8 whole entry, looked up): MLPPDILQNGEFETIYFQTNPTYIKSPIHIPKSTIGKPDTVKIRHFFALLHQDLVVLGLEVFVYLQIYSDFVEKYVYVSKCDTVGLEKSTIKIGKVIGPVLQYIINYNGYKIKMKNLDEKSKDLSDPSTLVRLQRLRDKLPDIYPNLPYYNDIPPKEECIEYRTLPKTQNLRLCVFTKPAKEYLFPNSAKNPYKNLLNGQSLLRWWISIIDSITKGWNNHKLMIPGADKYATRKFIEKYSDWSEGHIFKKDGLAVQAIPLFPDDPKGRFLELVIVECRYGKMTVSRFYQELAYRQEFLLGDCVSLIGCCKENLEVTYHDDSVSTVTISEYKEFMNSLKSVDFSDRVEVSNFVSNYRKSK
PvdQ inh: P. aeruginosa PvdQ acylase inhibition | AID 488965 | hit rate 0.063% among 340,000 | purified PvdQ acylase, fluorescence plate reader | inhibition, % at 10 µM; in the data active means inhibition above about 30%, passing the limit was not always enough;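 further: 0% = vehicle neutral wells and 100% = reference inhibitor wells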
SR-BI DiI-HDL act: activators of SR-BI mediated HDL lipid uptake | CHO ldlA[mSR-BI] cells, DiI-HDL uptake fluorescence, 3 h; 100 = double the neutral-control signal | activation, % at 12.5 µM | hit rate 0.096% among 320,000;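 active means mean replicate activation of at least 60% and every replicate at or above 60%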;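 further: 0% = median plate neutral-control signal and 100% = twice that signal; values of inactives mirror those of a sister screen read the other way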
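Test system: SR-BI-overexpressing, LDLR-lacking CHO cells; Also added: labelled HDL, 10 µg/mL; Measured by: bottom-read cell fluorescence after medium removal, ex 550/em 595 nm; Timing: 3 h uptake period with compound, 37 °C; Buffer or medium: F12, 0.5% BSA, 25 mM HEPES; Doses: single compound concentration, delivered by pin transfer.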
SR-BI HDL uptake: blocks mouse SR-BI lipid uptake from DiI-HDL; Q61009; ldlA[mSR-BI] CHO cells, DiI-HDL uptake fluorescence, 3 h; inhibition, % at 12.5 µM; hit rate 0.96% among 320,000; AID 488896;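 active means mean replicate inhibition of at least 70% and a set share of replicates each scoring 70 or more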;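 further: 0% = median of neutral control wells and 100% = median of positive control wells; values of inactives mirror those of a sister screen read the other way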
CDK5 p35 inh: inhibitors of human CDK5/p35 kinase | Q00535+Q15078 | Recombinant CDK5/p35, ADP-Glo luminescence, 60 min | inhibition, % at 10 µM | hit rate 0.01% among 330,000 | AID 488839;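 active means highest replicate inhibition of at least 50% and at least 75% of replicates reaching 50%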;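 further: plate controls were DMSO neutral control for no effect and GW8510 at 10 µM for full effect; many of its hits are not listed in these tables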
dFosB activator: activators of mouse delta FosB homodimer; P13346; purified delta FosB, TAMRA-CDK5 oligo fluorescence polarization; percent of positive-control signal above neutral wells; activation, % at 25 µM; hit rate 0.99% among 340,000; AID 493131;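 active means mean activation above about 17%, with every replicate also reaching it, limit read from the data, passing the limit was not always enough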;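 further: fluorescence polarization rise as delta FosB binds a TAMRA Cdk5 AP-1 oligo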
HTR5A ag ctr: activates human HTR5A in OPRM1-OPRD1 agonist counter-screen; P47898; HTR5A agonist assay, luminescence, cell-based; activation, % at 9.3 µM; hit rate 0.61% among 340,000; in the data active means activation mostly above about 9.5%, no sharp cut-off; inactive means mostly below about 7.6%;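 further: 0% = cells with vehicle only and 100% = reference agonist; strong numbers were not always called active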
Target sequence (P47898 whole entry, looked up): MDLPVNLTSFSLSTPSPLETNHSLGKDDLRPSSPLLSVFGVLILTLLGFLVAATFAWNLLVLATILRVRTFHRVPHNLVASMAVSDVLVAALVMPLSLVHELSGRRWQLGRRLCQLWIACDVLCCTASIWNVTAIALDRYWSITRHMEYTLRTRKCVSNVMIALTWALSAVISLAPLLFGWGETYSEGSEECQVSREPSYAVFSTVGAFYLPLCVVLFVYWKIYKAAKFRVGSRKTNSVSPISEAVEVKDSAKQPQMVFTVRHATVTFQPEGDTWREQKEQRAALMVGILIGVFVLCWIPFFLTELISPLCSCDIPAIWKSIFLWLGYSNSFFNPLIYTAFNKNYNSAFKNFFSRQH
MITF TRPM1 HTS: MITF TRPM1 promoter activation in melanoma cells; hit rate 0.75% among 300,000; SK-MEL-5 TRPM1-promoter luciferase, 24 h; % of positive control, neutral wells = 0; activation, % at 12.5 µM;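 active means mean activation of at least 80% with every replicate also reaching 80%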;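 further: 0% = neutral control wells and 100% = parthenolide positive control wells; values of inactives mirror those of a sister screen read the other way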
* hit, by the source's call; nt = no result given. The list is partial (hit frequency here may not be typical).

Order of values: MITF TRPM1 HTS	CDK5 p35 inh	SR-BI HDL uptake	Rtt109 Vps75	Wnt act	dFosB activator	cardiac RTF act	HTR5A ag ctr	SR-BI DiI-HDL act	PvdQ inh
CCN1CCN(C(=O)Cc2coc3ccc4ccccc4c23)CC1
→ 4.5	-0.1	-21.0	-5.6	1.8	-2.9	-3.9	1.0	21.0	0.1
N=C1c2ccccc2CN1c1cccc([N+](=O)[O-])c1
→ -10.8	-2.0	6.3	-1.2	-0.3	-3.8	9.1	0.5	-6.3	-4.8
Clc1ccc(C(OCCN2CCCCC2)c2ccccc2)cc1 (stereo not drawn)
→ 10.6	-0.8	10.0	7.9	-4.0	-3.8	9.5	-3.6	-10.0	-5.4
Fc1ccc(Cn2nnnc2CN2CCC(n3nnc4cc(C(F)(F)F)ccc43)CC2)cc1
→ -0.1	0.9	nt	8.4	-6.2	-14.4	0.9	nt	nt	-2.9
CCCCC(=O)C1C(=O)NC(=O)NC1=O
→ 3.2	0.1	-23.2	-6.5	-4.1	1.2	6.4	2.4	23.2	-17.0
CCN1CCN(c2nc3c(c(=O)[nH]2)CCCC3)CC1
→ nt	0.5	-0.1	11.0	nt	-1.6	1.9	4.6	0.1	13.3
CCOP(=O)(NC(C)C)Oc1ccc(SC)c(C)c1 (stereo not drawn)
→ 5.0	0.8	2.7	18.8	-0.5	-1.0	0.5	-4.4	-2.7	-3.4
CCN(CC)C(=O)c1ccc(NC(=O)c2ccc(-c3nn(C)c(=O)c4ccccc34)cc2)cc1
→ 3.5	-5.1	81.3*	0.0	nt	-16.1	9.0	3.8	-81.3	-16.5
COc1cccc(CN2CCN(Cc3cccc(F)c3)CC2)c1
→ -4.9	1.2	-3.5	9.4	-0.5	-9.2	-6.4	5.8	3.5	-0.1
S=P(NCCSCc1ccccc1)(N1CC1)N1CC1
→ -0.1	1.3	-13.3	0.6	-2.8	1.3	0.8	-0.6	13.3	-14.6
Cn1ncc(Cl)c1C(=O)N1CCC2(CC1)OCCO2
→ -9.2	-0.3	-11.6	5.5	0.2	-4.8	0.2	0.1	11.6	7.0
CCOc1cc2c(cc1OCC)-n1cccc1C(c1ccc(C)cc1C)NC2 (stereo not drawn)
→ 0.2	0.6	27.5	-3.1	-0.6	15.0	-6.5	2.3	-27.5	-2.0
CC(C)C(C)(NC(=O)c1cccn(Cc2ccc3c(c2)OC(F)(F)O3)c1=O)C(N)=O (stereo not drawn)
→ 3.5	1.8	-36.1	nt	2.8	-1.8	-3.2	-1.7	36.1	1.0
O=C(c1ccc2c(c1)ncn2-c1ccc(F)cc1F)N1CCC2(CC1)OCCO2
→ -1.3	-0.5	-10.6	1.0	-4.5	-2.9	-8.7	-2.9	10.6	-6.6
O=[N+]([O-])c1ccc(N2CCCC(C(F)(F)F)C2)c2ccncc12 (stereo not drawn)
→ nt	3.3	nt	14.0	-6.1	-2.0	-0.1	1.6	nt	-5.6
CCC(C)N1CCN(C(=O)Cc2ccccc2)CC1 (stereo not drawn)
→ -7.4	-4.0	-15.5	9.1	nt	7.6	5.1	1.5	15.5	-16.2
CN(CCc1ccccc1)Cc1c[nH]c2ccccc12
→ -14.5	1.0	9.7	5.2	0.7	-0.5	-7.1	1.0	-9.7	9.5
COCCCn1c(-c2ccc(OC)cc2)cc(C(=O)NC2CCCCCCC2)c1C
→ -15.6	0.8	61.6	8.5	1.2	-9.1	-2.2	-2.0	-61.6	-5.6
CCC(=NCCC(c1ccccc1)c1ccccc1)c1c(O)[nH]c(=O)[nH]c1=O
→ 17.5	1.0	-9.0	2.7	-5.4	-15.7	7.8	2.1	9.0	-8.3
O=C(CN1CCCC1=O)N1CCOCC1
→ nt	-0.8	-10.9	nt	-1.8	-1.5	-3.9	-3.1	10.9	-10.0
COc1ccc(-n2c(O)c(C=NCc3ccc4c(c3)OCO4)c(=O)[nH]c2=O)cc1
→ 3.1	0.6	-15.0	7.6	-0.6	-9.2	-0.4	6.3	15.0	2.5
COc1ccc(OC)c(N2C(=O)NC(=O)C3(Cc4cc(C)ccc4N(C)C3)C2=O)c1 (stereo not drawn)
→ -6.8	0.2	21.0	-5.1	0.5	-11.4	5.5	-3.5	-21.0	18.7
C[C@]12CCC(=O)C=C1CCC1C2CC[C@@]2(C)C1CC[C@]2(C)O (stereo partly drawn)
→ -1.8	-0.6	-46.2	-9.4	-0.4	3.9	-3.6	-5.1	46.2	-2.7
COC(=O)C1=C(c2ccc(Cl)c(C(F)(F)F)c2)C[C@@H]2CC[C@H]1N2C(=O)NCc1cc(C)oc1C(F)(F)F
→ -6.0	-0.4	32.0	6.7	-5.0	-3.6	-13.5	9.5	-32.0	-1.0
CN1CCCC(C(=O)c2ccc(Cl)cc2)C1 (stereo not drawn)
→ -6.5	-0.4	-6.0	-4.6	-0.5	-3.4	5.0	-0.9	6.0	-24.4
CCC(C)C1(CC)C(=O)NC(=O)N=C1N (stereo not drawn)
→ -8.2	0.7	-0.8	-10.9	-1.8	2.3	2.0	3.1	0.8	-17.1
C[C@]12CCC3C(CC[C@H]4[C@@H](O)[C@H](O)CC[C@]34C)C1CCC2=O (stereo partly drawn)
→ -8.5	-2.0	-6.2	0.4	-5.7	-0.7	4.5	-0.4	6.2	-10.4
Cn1c(O)c(C=NCCN2CCN(C(=O)c3ccccc3)CC2)c(=O)n(C)c1=O
→ 0.3	2.1	-16.9	2.2	0.2	-1.2	-0.5	-3.4	16.9	1.0
COC12CCC3(CC1C(C)(O)C(C)(C)C)[C@H]1Cc4ccc(O)c5c4[C@@]3(CCN1CC1CC1)C2O5 (stereo partly drawn)
→ 26.5	-3.1	-23.5	1.0	0.8	-15.0	-0.4	4.4	23.5	-6.0
O=c1[nH]c(=O)n(CCC2=CCCCC2)c(O)c1/C=N/Nc1ccccc1
→ -0.2	-1.4	-5.3	3.3	-3.5	-4.3	9.9	0.5	5.3	0.4

Next compounds.
Order of values: MITF TRPM1 HTS	CDK5 p35 inh	SR-BI HDL uptake	Rtt109 Vps75	Wnt act	dFosB activator	cardiac RTF act	HTR5A ag ctr	SR-BI DiI-HDL act	PvdQ inh
O=c1ccc2cc(OC3O[C@H](CO)[C@@H](O)[C@H](O)[C@H]3O)c(O)cc2o1 (stereo partly drawn)
→ -2.0	0.0	-8.6	-3.8	-0.9	1.4	-3.0	1.4	8.6	-21.3
CCc1nc2ccccc2c(=O)n1-c1ccccc1[N+](=O)[O-]
→ -6.6	0.5	1.5	-9.7	nt	2.4	-5.6	-0.9	-1.5	0.5
COC(=O)C1=C(c2ccccc2)C[C@@H]2CC[C@H]1N2C(=O)N1CCC(C)CC1
→ -8.3	1.8	-7.5	-8.3	-2.4	-3.7	5.1	-5.0	7.5	-12.5
Cc1cc(C)c(C(=O)N2CCC3(CC2)OCCO3)c(C)c1
→ 8.7	-3.0	8.8	-0.3	-1.3	-7.4	4.6	-2.5	-8.8	-5.1
COC(=O)C1=C(c2ccc(OC)c(OC)c2)C[C@@H]2CC[C@H]1N2C(=O)NCCOc1ccc(OC)cc1
→ -7.7	0.7	13.2	-7.3	-4.2	-5.5	6.7	-1.1	-13.2	-14.6
O=C(c1ccccc1F)N1CCC2(CC1)OCCO2
→ 1.6	0.6	-16.1	10.4	0.8	-2.4	1.4	-1.9	16.1	-7.1
N#CC1(c2ccccc2)CCN(C2CC(=O)N(c3cccc(F)c3)C2=O)CC1 (stereo not drawn)
→ -5.5	1.0	-5.1	6.4	1.9	-1.7	4.4	2.3	5.1	1.8
C[N+]1(C)C2CC[C@H]1CC(OC(=O)C(CO)c1ccccc1)C2 (stereo partly drawn)
→ 6.0	1.5	-18.6	-0.6	0.6	0.1	2.5	1.4	18.6	-13.5
CCOC(=O)c1c(C)n(Cc2ccc3c(c2)OCO3)c2ccc(O)cc12
→ nt	-0.6	-0.1	nt	nt	4.0	-0.8	1.7	0.1	8.9
CSc1ccc(C(c2c(O)c3ccccc3oc2=O)c2c(C)n(C)n(-c3ccccc3)c2=O)cc1 (stereo not drawn)
→ -5.2	-0.5	-32.7	5.2	-0.7	0.0	-0.4	7.1	32.6	-4.1
CC(C)NCC(O)c1ccc(C2CCCC2)cc1 (stereo not drawn)
→ -1.2	0.7	-24.0	-1.6	24.7	-5.7	-1.9	0.6	24.0	-21.0
CCOc1cccc(CNC2CN3CCC2CC3)c1 (stereo not drawn)
→ 5.3	2.2	-8.3	-1.4	-1.0	-4.5	-6.2	-2.0	8.3	1.9
Clc1cccc(Cl)c1CN1CCN(c2ccccc2)CC1
→ 6.1	-1.1	-23.2	2.8	nt	-7.8	-1.6	-0.5	23.2	-1.9
CC(=O)c1cn(Cc2ccccc2F)c2ccccc12
→ -26.8	0.3	-12.0	5.2	-3.5	-8.0	-0.1	-1.8	12.0	15.7
CCC(=O)c1cn(Cc2ccc(C#N)cc2)c2ccccc12
→ 9.5	2.1	25.7	-5.0	nt	0.6	0.6	-1.8	-25.7	-2.3
CN1CCN(Cc2cn3cccnc3n2)CC1
→ 7.7	0.0	-31.3	-1.3	-1.2	1.6	-1.5	2.5	31.3	-2.7
O=C(c1ccc2c(=O)n(Cc3ccc4c(c3)OCO4)c(=S)[nH]c2c1)N1CCC2(CC1)OCCO2
→ -9.5	-0.2	4.4	18.4	0.7	0.2	0.2	-1.9	-4.4	3.7
Cc1ccc2c(c1)C1CN(C)CCC1N2C(=O)COc1ccc(S(=O)(=O)N2CCOCC2)cc1 (stereo not drawn)
→ 8.2	-2.2	-5.4	3.9	0.4	-0.8	1.2	nt	5.4	-11.7
O=C(c1ccc(Cl)cc1)C1CCCN(Cc2ccc3c(c2)OCCO3)C1 (stereo not drawn)
→ -2.8	0.8	-22.1	-1.4	-6.9	3.4	0.0	4.6	22.1	-6.6
C=CCn1c(O)c(C(C)=Nc2ccc3c(c2)CCC3)c(=O)[nH]c1=O
→ nt	-1.4	18.1	3.1	-0.7	-1.1	2.7	-0.8	-18.1	-2.4
